Pol kappa inh: blocks human DNA polymerase kappa activity; Q9UBT6; purified Pol kappa, fluorescent DNA synthesis assay, 10 min; Potency, µM (titrated, usually from 107 µM), without a hit: at the top dose activity, negative = inhibition, hits mostly inhibitors; 400,000 tested, 0.53% active; AID 588579; also: % is scaled to controls: 0 for no effect and ±100 for the full control effect
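Pol kappa 10 nM + cpd, 15 min RT; start w/ substrate 50 nM final; fluorescence kinetic read, 0 and 10 min. Neg ctrl: buffer, no enzyme.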
POLH inh: blocks human DNA polymerase eta activity | Q9Y253 | recombinant Pol eta, fluorescent DNA replication assay | Potency, µM (highest dose often 114 µM), for inactives: top-dose activity change, negative = inhibition, usual class: inhibitors | 390,000 tested, 1.2% active | AID 588591; also: % is scaled to controls: 0 for no effect and ±100 for the full control effect
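Pol eta at 10 nM preincubated with compounds 15 min at room temperature; reaction started with fluorescent substrate (50 nM final) and read kinetically at 0 and 10 min.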
G9a inh: inhibitors of human histone lysine methyltransferase G9a | G9a H3K9 monomethylation, AlphaScreen, 2 h | Potency, µM (doses to about 102 µM), for the others: top-dose activity, negative = inhibition, actives largely listed as inhibitors | 350,000 tested, 8.8% active | AID 504332; also: % is scaled to controls: 0 for no effect and ±100 for the full control effect; nearly all actives have a fitted effect of over 75% in size
Target sequence (Q96KQ7 913-1193 limits assumed): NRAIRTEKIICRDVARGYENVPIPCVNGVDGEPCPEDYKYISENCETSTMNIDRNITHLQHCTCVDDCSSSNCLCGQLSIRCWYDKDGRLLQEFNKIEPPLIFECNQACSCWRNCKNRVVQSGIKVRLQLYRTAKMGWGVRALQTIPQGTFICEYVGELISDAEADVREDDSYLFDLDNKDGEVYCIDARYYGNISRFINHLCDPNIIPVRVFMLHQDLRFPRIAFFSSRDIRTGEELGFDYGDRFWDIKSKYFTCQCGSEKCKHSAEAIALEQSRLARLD
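AlphaScreen detection with an anti-monomethyl H3K9 antibody quantified product after a 2 h room-temperature reaction containing 500 nM biotinylated H3K9 peptide, 20 µM SAM and 20 nM enzyme, which had been preincubated 15 min with compound.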
BLM inh: blocks DNA unwinding by human BLM helicase; Potency, µM (series often up to 56.1 µM), without a hit: top-dose activity change, negative = inhibition, usual class: inhibitors; recombinant BLM DNA unwinding, fluorescence dequenching; AID 2528; 350,000 tested, 0.2% active;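 also: plate controls were vehicle for no effect and no enzyme for full effect; nearly all actives have a fitted effect of over 35% in size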
Anesthetic bind: binds horse apoferritin like a general anesthetic | apoferritin/1-aminoanthracene competitive binding, fluorescence | Potency, µM (top dose mostly 77.5 µM), without a hit: top-dose activity change, negative = displacement, most hits filed as inhibitors | 350,000 tested, 0.074% active; also: % is scaled to controls: 0 for no effect and ±100 for the full control effect; nearly all actives have a fitted effect of over 20% in size
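Horse-spleen apoferritin (10 uM) in 50% saturated 1-aminoanthracene in PBS was incubated 10 min at room temperature with compound. Fluorescence (ex 380, em 535 nm) was normalized to free and bound 1-AMA, with concentration-response fitted by a four-parameter Hill equation.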
APE1 inh: APE1 (human) endonuclease inhibition; Potency, µM (doses to about 65.8 µM), for the others: at the top dose activity change, negative = inhibition, actives largely listed as inhibitors; AID 2517; recombinant APE1, TAMRA/BHQ-2 abasic DNA cleavage fluorescence; P27695; 350,000 tested, 0.35% active;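 also: plate controls were vehicle for no effect and reference inhibitor for full effect; nearly all actives have a fitted effect of over 55% in size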
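Compound pre-exposure to 0.75 nM APE1, 15 min at ambient temperature. Reaction initiated with 50 nM TAMRA/BHQ-2 THF substrate, read immediately in kinetic mode, 525 nm excitation, 598 nm emission.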
BAZ2B block: blocks human BAZ2B | AlphaScreen BAZ2B-H3K14Ac peptide displacement | Potency, µM (series often up to 114 µM), for inactives: at the highest dose activity change, negative = inhibition, actives largely listed as inhibitors | 360,000 tested, 4.4% active | AID 504333; also: % is scaled to controls: 0 for no effect and ±100 for the full control effect; nearly all actives have a fitted effect of over 60% in size
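BAZ2B 50 nM plus b-H3(5-23)K14Ac 50 nM, PBS pH 7.4/0.01% Tween-20, 30 min RT; compound added (max 110 uM), 30 min RT; streptavidin donor/Ni-chelate acceptor beads 10 ug/mL final, 20 min dark; AlphaScreen read.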
POLI inh: DNA polymerase iota (human) inhibition. Q9UNA4. Pol iota fluorescent replication assay, 10 min. Potency, µM (titrated, usually from 115 µM), for inactives: at the top dose activity, negative = inhibition, most hits filed as inhibitors. 390,000 tested, 1% active. AID 588590
Target sequence (Q9UNA4 whole entry, looked up): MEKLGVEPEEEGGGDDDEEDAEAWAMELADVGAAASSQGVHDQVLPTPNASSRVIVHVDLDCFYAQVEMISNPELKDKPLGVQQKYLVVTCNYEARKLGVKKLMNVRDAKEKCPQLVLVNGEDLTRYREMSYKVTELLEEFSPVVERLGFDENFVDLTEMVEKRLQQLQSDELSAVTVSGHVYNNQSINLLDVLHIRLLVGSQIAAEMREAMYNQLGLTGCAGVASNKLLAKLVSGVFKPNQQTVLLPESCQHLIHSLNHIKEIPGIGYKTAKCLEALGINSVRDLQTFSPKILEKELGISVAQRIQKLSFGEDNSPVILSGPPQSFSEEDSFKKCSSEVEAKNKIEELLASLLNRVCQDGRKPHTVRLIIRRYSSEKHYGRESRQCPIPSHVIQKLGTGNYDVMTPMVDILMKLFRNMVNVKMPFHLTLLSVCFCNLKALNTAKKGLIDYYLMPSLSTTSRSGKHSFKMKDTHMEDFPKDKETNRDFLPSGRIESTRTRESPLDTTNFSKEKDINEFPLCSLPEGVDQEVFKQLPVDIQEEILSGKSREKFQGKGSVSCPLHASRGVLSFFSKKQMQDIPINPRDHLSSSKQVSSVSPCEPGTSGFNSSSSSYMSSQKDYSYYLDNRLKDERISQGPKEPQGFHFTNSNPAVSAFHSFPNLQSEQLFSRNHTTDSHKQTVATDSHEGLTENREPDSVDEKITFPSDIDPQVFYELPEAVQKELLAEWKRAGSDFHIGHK
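Fluorescent replication assay read twice, at 0 min and 10 min after adding 50 nM (final) substrate. Enzyme (10 nM) and compounds were first incubated 15 min at room temperature; enzyme-free buffer wells were negative controls.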
POLB inh: blocks human DNA polymerase beta activity; AID 485314; Potency, µM (titrated, usually from 114 µM), for the others: top-dose activity change, negative = inhibition, most hits filed as inhibitors; Pol beta primer extension/strand displacement, fluorescence kinetic; P06746; 340,000 tested, 1.3% active; also: % is scaled to controls: 0 for no effect and ±100 for the full control effect
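Human Pol beta at 10 nM; strand-displacement substrate 50 nM final. Compound exposure 15 min at room temperature before start, reaction 10 min at room temperature.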
* marks the source's active call; other numbers are inactive results; [ ] = remark or other dose. Calls follow the shape of the dose curve; as a rule, active = well fitted curve in the direction sought with a large enough effect; inconclusive = small, poorly fitted or top-dose-only effect, or another doubt; inactive = no such curve, though single readings can be large; an effect the other way counts as inactive or inconclusive. Potency is read from the fitted curve at half-maximal effect. The list is partial. The share of hits here may be higher or lower than overall.

How did O=C(Nc1ccc(S(=O)(=O)N2CCOCC2)cc1)c1ccc(Cl)cc1 do in these assays?
Pol kappa inh: -14.8%; POLH inh: -15.5%; G9a inh: -10.8%[59 µM]; BLM inh: -8.9%; Anesthetic bind: -1.4%; APE1 inh: 12.9%; BAZ2B block: 10.2%; POLI inh: -7.7%; POLB inh: 21.7%

What do the screens show for `Cc1ccc2c(CC(=O)OC3CCOC3=O)coc2c1` (stereo unspecified)?
Pol kappa inh: -12.8%; POLH inh: 2.2%; G9a inh: 6.6%[59 µM]; BLM inh: -3.4%; Anesthetic bind: inconclusive; APE1 inh: -1.3%; BAZ2B block: 3.7%; POLI inh: -3.3%; POLB inh: 11.1%

How did C=CCn1c(SCC(=O)N2N=C(c3ccco3)CC2c2ccco2)nnc1-c1ccncc1 (stereo unspecified) do in these assays?
Pol kappa inh: -5.8%; POLH inh: 3.8%; G9a inh: 2.7%[59 µM]; BLM inh: 1.9%; Anesthetic bind: -7.6%; APE1 inh: -9.8%; BAZ2B block: -0.4%; POLI inh: 5.3%; POLB inh: 12.6%

Results for Cc1ccccc1NC(=S)NC(NC(=O)c1ccccc1C)C(Cl)(Cl)Cl (stereo unspecified) ?
Pol kappa inh: -5.8%; POLH inh: -15.0%; G9a inh: -14.7%[12.7 µM]; BLM inh: 1.3%; Anesthetic bind: -23.4%; APE1 inh: 4.7%; BAZ2B block: -28.5%; POLI inh: -7.1%; POLB inh: -2.6%

Results for CC(C)C12CCC(C(=O)O)C(C1)C(=O)O2 (stereo unspecified) ?
Pol kappa inh: 6.8%; POLH inh: 13.1%; G9a inh: 59.6%[activator][59 µM]; BLM inh: 2.0%; Anesthetic bind: -5.4%; APE1 inh: -3.5%; BAZ2B block: -32.0%[57.1 µM]; POLI inh: -4.5%; POLB inh: inconclusive

How did CCOc1ccc(CC(=O)NC2CC(=O)N(c3ccc4c(c3)OCCO4)C2)cc1 (stereo unspecified) do in these assays?
Pol kappa inh: -7.8%[60.1 µM]; POLH inh: -14.0%; G9a inh: 22.3%[59 µM]; BLM inh: -0.3%; Anesthetic bind: -1.5%; BAZ2B block: -0.2%; POLI inh: 1.4%; POLB inh: 34.5%[activator]

Results for COc1cccc(-c2c(NC(=O)c3ccco3)oc3ccccc3c2=O)c1 ?
Pol kappa inh: 0.7%; POLH inh: -4.7%; G9a inh: 11.7%[12.7 µM]; BLM inh: 0.5%; Anesthetic bind: -13.5%; APE1 inh: 44.5%; BAZ2B block: -2.9%; POLI inh: 4.8%; POLB inh: 14.3%

How did COCc1cc(C)nc2sc(C(=O)Nc3ccc(C(C)=O)cc3)c(N)c12 do in these assays?
Pol kappa inh: -24.0%; POLH inh: -12.8%; G9a inh: -1.0%[59 µM]; BLM inh: -5.9%; Anesthetic bind: 96.2%[activator]; BAZ2B block: -12.0%; POLI inh: inconclusive; POLB inh: -5.2%

Results for CC1CCCC(NC(=O)c2ccc(CNc3c(N4CCCC4)c(=O)c3=O)cc2)C1C (stereo unspecified) ?
Pol kappa inh: -9.7%; POLH inh: -4.1%; G9a inh: 1.6%[59 µM]; BLM inh: -3.4%; Anesthetic bind: -8.1%; APE1 inh: -12.1%; BAZ2B block: 7.7%; POLI inh: -19.1%; POLB inh: 0.4%

Results for Cc1cc(NC(=O)CCC(=O)N(CC(=O)NCC2CCCO2)c2cccc(F)c2)no1 (stereo unspecified) ?
Pol kappa inh: -29.3%; POLH inh: -18.5%; G9a inh: 18.6%; BLM inh: 0.3%; Anesthetic bind: -4.6%; APE1 inh: 35.4%; BAZ2B block: -1.2%; POLI inh: 150.6%[activator]; POLB inh: 1.0%

Results for CCCCCCOc1ccc(/C=C/C(=O)Nc2sc3c(c2C(=O)OC)CCC3)cc1OC ?
Pol kappa inh: -3.7%; POLH inh: -9.0%; G9a inh: -56.8%[59 µM]; BLM inh: -1.0%; Anesthetic bind: 1.6%; BAZ2B block: 0.3%; POLI inh: -4.0%; POLB inh: 26.2%

How did CC(=O)N1c2ccc(S(=O)(=O)N3CCC(C(=O)NC(C)c4ccccc4)CC3)cc2CC1C (stereo unspecified) do in these assays?
Pol kappa inh: -2.6%; POLH inh: -12.2%; G9a inh: inconclusive; BLM inh: -0.9%; Anesthetic bind: -18.1%; APE1 inh: 51.0%[activator]; BAZ2B block: 1.6%; POLI inh: 5.0%; POLB inh: 16.6%

What do the screens show for `CCN1CCC(NC(=O)Nc2ccc(F)cc2F)CC1`?
Pol kappa inh: 6.4%; POLH inh: -19.2%; BLM inh: -5.4%; Anesthetic bind: -0.2%; APE1 inh: 6.5%; BAZ2B block: -8.7%; POLI inh: 37.8%[activator]; POLB inh: 0.0%

What do the screens show for `O=C(NCc1ccco1)c1csc2c1CCCCC2`?
Pol kappa inh: -14.0%; POLH inh: -7.7%; G9a inh: -9.1%[12.7 µM]; BLM inh: -1.9%; Anesthetic bind: inconclusive; APE1 inh: 0.6%; BAZ2B block: -29.9%; POLI inh: 10.2%; POLB inh: -29.8%

What do the screens show for `CCCN1CCc2c(sc(NC(=O)CCS(=O)(=O)c3ccccc3)c2C(=O)OC)C1`?
Pol kappa inh: -4.6%; POLH inh: -21.3%; G9a inh: 39.8µM*; BLM inh: 3.1%; Anesthetic bind: -15.8%; APE1 inh: 22.0%; BAZ2B block: -19.4%; POLI inh: 22.8%; POLB inh: -6.9%

Results for COC(=O)c1ccsc1NC(=O)CN1CCN(c2ncccn2)CC1 ?
Pol kappa inh: -12.9%; POLH inh: 4.2%; BLM inh: 0.0%; Anesthetic bind: 2.0%; APE1 inh: -16.2%; BAZ2B block: 0.3%; POLI inh: 81.7%[activator]; POLB inh: inconclusive

Results for O=C(O/N=C1\CCCCC1c1ccc([N+](=O)[O-])cc1[N+](=O)[O-])c1c(F)cccc1F (stereo unspecified) ?
Pol kappa inh: -27.6%; POLH inh: inconclusive; G9a inh: 39.8µM*; BLM inh: 1.6%; Anesthetic bind: inconclusive; APE1 inh: 2.2%; BAZ2B block: inconclusive; POLI inh: -10.8%; POLB inh: -0.4%

Results for COc1ccccc1Nc1nc(NCc2ccco2)c2ccccc2n1 ?
Pol kappa inh: -4.9%; POLH inh: -11.9%; G9a inh: 50.1µM*; BLM inh: -24.6%; Anesthetic bind: -6.6%; APE1 inh: -3.2%; BAZ2B block: inconclusive; POLI inh: 55.1%[activator]; POLB inh: -23.7%

Results for Cc1ccc(CNc2nnc(C)c3nnn(Cc4ccc(F)cc4)c23)cc1 ?
Pol kappa inh: -7.1%; POLH inh: -14.1%; G9a inh: -6.1%[59 µM]; BLM inh: -3.4%; Anesthetic bind: -3.2%; BAZ2B block: 0.0%; POLI inh: 13.2%; POLB inh: 24.8%

Results for CC1=NN(c2ccc(C(=O)O)cc2)C(=O)/C1=C/c1ccc(-c2ccccc2F)o1 ?
G9a inh: 7.94µM*; BLM inh: 1.0%; Anesthetic bind: -5.0%; APE1 inh: -1.6%; BAZ2B block: inconclusive; POLB inh: -0.8%

Overlap with the part before: two compounds, followed by the next part.
Results for Cc1ccc(CNc2nnc(C)c3nnn(Cc4ccc(F)cc4)c23)cc1 ?
Pol kappa inh: -7.1%; POLH inh: -14.1%; G9a inh: -6.1%[59 µM]; BLM inh: -3.4%; Anesthetic bind: -3.2%; BAZ2B block: 0.0%; POLI inh: 13.2%; POLB inh: 24.8%

Results for CC1=NN(c2ccc(C(=O)O)cc2)C(=O)/C1=C/c1ccc(-c2ccccc2F)o1 ?
G9a inh: 7.94µM*; BLM inh: 1.0%; Anesthetic bind: -5.0%; APE1 inh: -1.6%; BAZ2B block: inconclusive; POLB inh: -0.8%

How did CC(=O)c1ccc(NC(=O)Cn2cc3c(n2)CCCC3)cc1 do in these assays?
Pol kappa inh: -7.6%; POLH inh: -6.5%; G9a inh: 4.0%[59 µM]; BLM inh: -2.7%; Anesthetic bind: -0.1%; BAZ2B block: 0.8%; POLI inh: -9.1%; POLB inh: 24.7%

Results for Cc1ccc(C(=O)/C=C/c2ccc(Br)cc2)o1 ?
Pol kappa inh: 2.0%; POLH inh: -3.0%; G9a inh: 37.1%[0.501 µM]; BLM inh: -4.5%; Anesthetic bind: -10.1%; APE1 inh: -0.6%; BAZ2B block: -5.8%; POLI inh: 4.0%; POLB inh: 4.0%

Results for CC(=O)c1ccc(NC(=O)CSc2nccn2C)cc1 ?
Pol kappa inh: -4.9%; POLH inh: -16.8%; G9a inh: 3.5%; BLM inh: -3.0%; Anesthetic bind: -6.2%; APE1 inh: -0.8%; BAZ2B block: 3.9%; POLI inh: 29.8%; POLB inh: inconclusive

How did CC1CC(C)CN(CCCNC(=O)C2CCN(S(=O)(=O)N3CCCCC3)CC2)C1 (stereo unspecified) do in these assays?
Pol kappa inh: -5.8%; POLH inh: -10.8%; G9a inh: 26.8%[0.501 µM]; BLM inh: -1.2%; Anesthetic bind: -11.7%; APE1 inh: 0.0%; BAZ2B block: -25.4%; POLI inh: inconclusive; POLB inh: 18.2%

How did CCOc1ccc(S(=O)(=O)N2CCN(C(=O)c3cc(-c4ccccc4)nn3-c3ccccc3)CC2)cc1 do in these assays?
Pol kappa inh: -9.5%; POLH inh: 2.0%; G9a inh: 39.8µM*; APE1 inh: 10.4%; BAZ2B block: -5.8%; POLI inh: 6.0%

Results for O=C(CN1CCN(S(=O)(=O)c2ccc(Cl)cc2)CC1)c1ccc(O)c(O)c1 ?
Pol kappa inh: 20µM*; POLH inh: inconclusive; BLM inh: -13.2%; Anesthetic bind: -9.9%; APE1 inh: -2.3%; BAZ2B block: inconclusive; POLI inh: 14.1µM*; POLB inh: inconclusive

Results for Cc1ccc(CSCCNC(=O)c2ccccc2)cc1 ?
Pol kappa inh: -12.3%; POLH inh: -13.6%; G9a inh: 21.3%; BLM inh: 4.1%; Anesthetic bind: 7.6%; APE1 inh: 3.5%; BAZ2B block: 4.1%; POLI inh: 2.1%; POLB inh: 4.5%

Results for CC(C)CN1CC2(CCN(C(=O)c3cccc(F)c3)CC2)C1 ?
Pol kappa inh: -13.4%[60.1 µM]; G9a inh: 6.9%[12.7 µM]; BLM inh: 3.4%; APE1 inh: 8.8%

How did O=C(COC(=O)CCc1ccc(S(=O)(=O)N2CCOCC2)cc1)NCc1ccccc1 do in these assays?
Pol kappa inh: 0.4%; POLH inh: -13.4%; G9a inh: 1.4%; BLM inh: -0.5%; Anesthetic bind: -3.2%; APE1 inh: 15.1%; POLI inh: 31.4%[activator]; POLB inh: 31.5%

Screening results (PubChem BioAssay)
